EWS-Fli block – EWS/Fli transcriptional activity inhibition | inhibition, % at 12.6 µM | 350,000 tested, 0.67% active | A673 NR0B1-luciferase reporter, viability-normalised;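 active means mean inhibition of at least 50% after viability correction, with every replicate also passing that limit; inconclusive means mean reaches 50% but only one of two replicates passes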;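 further: firefly luciferase signal divided by Alamar Blue viability fluorescence both relative to DMSO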
DENV2 CPE – protects cells from dengue virus 2 cytopathic effect; 350,000 tested, 1.7% active; CPE inhibition, % at 9.99 µM; DENV2-infected cells, cytopathic effect rescue, plate reader; in the data active means CPE inhibition above about 20%, passing the limit was not always enough; inconclusive means no clear call, values can overlap the other calls; tested in BHK-21 cells;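 further: 0% = median of neutral control wells and 100% = median of positive control wells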
FN deposit inh – fibronectin deposition inhibition. AH1F fibroblasts, Alexa488-fibronectin deposition fluorescence, overnight. inhibition, % at 12.6 µM. 350,000 tested, 0.086% active. AID 743247;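 active means mean inhibition across replicates of 30% or more, regardless of how many single replicates reach that level; inconclusive means mean under 30% yet at least half of replicates reach 30%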;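 further: positive control wells lacked labelled fibronectin entirely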
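Material – AH1F fibroblast monolayer, labelled fibronectin deposition · Reagent – labelled fibronectin 24 nM · Timing – 1 h adhesion, overnight exposure · Measured by – fluorescence at 485 nm excitation, 525 nm emission · Read-out – inhibition of fibronectin deposition signal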
miR-122 sensor – blocks miR-122 activity in Huh7 sensor cells; Huh7 miR-122 Renilla luciferase sensor, 48 h; neutral wells = 0, positive control = 100; activation (reporter increase), % at 12.5 µM; 340,000 tested, 0.3% active;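 active means mean replicate activation score at least 90 and every replicate individually at or above 90; inconclusive means only one of the two criteria met; inactive means neither criterion met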;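 further: higher luciferase means less miR-122 activity so hits act as miR-122 inhibitors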
GSIS activator – primary screen for activators of insulin secretion dependent on glucose, INS-1E cells, GLuc reporter luminescence | 370,000 tested, 0.61% active | INS-1E GLuc reporter insulin secretion, 2-3 h | activation, % at 16.6 µM;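 active means lowest replicate activation of at least 40%, so every replicate reaches that level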;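 further: 0% = median of neutral control wells and 100% = median of IBMX positive control wells; some compounds called inactive have numbers as strong as hits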
F508del corr – CFTR F508del correction in bronchial cells; CFBE cells, YFP halide quenching; stimulated with forskolin plus potentiator P3; % fluorescence drop versus neutral controls; activity (quench increase), % at 7.58 µM; 350,000 tested, 0.36% active; AID 720511;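 active means mean added fluorescence quench of at least 8% versus neutral control, with both replicates also reaching 8%; inconclusive means only one of the mean or replicate conditions met; inactive means mean below 8% and not both replicates reaching 8%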;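 further: cells transiently co-express mutant CFTR-F508del with the halide-sensitive YFP; corrector assay measuring rescue of mutant channel to the surface after 24 h compound exposure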
PAX8 reporter – inhibitors of PAX8 transcriptional activity in RMG-I cells; 360,000 tested, 1.2% active; RMG-I TPO-luciferase reporter, SteadyGlo, 24 h; AID 652154; inhibition, % at 12.6 µM;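 active means mean replicate inhibition at least 60% with every replicate also reaching 60%; inconclusive means only one of the two criteria is met; inactive means mean below 60% and not all replicates reaching 60%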;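 further: luciferase light reporting Pax8 driven TPO promoter activity; plate controls were median of neutral control wells for no effect and mitoxantrone controls for full effect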
* hit, by the source's call; ? = inconclusive; · = no result given; & = joins results of further samples; [ ] = another dose, or the depositor's remark.

SMILES | EWS-Fli block | DENV2 CPE | FN deposit inh | miR-122 sensor | GSIS activator | F508del corr | PAX8 reporter
COc1ccc(S(=O)(=O)N2CCC(C(=O)NCCc3ccccc3)CC2)cc1 | -0.3 | -11.0 | -10.8 | · | -3.7 | -8.2 | 3.0
CC1(C)CC(=O)C=C(c2ccc(COC(=O)c3ccc(Br)cc3)cc2)C1=O | -0.3 | -4.7 | 2.7 | · | 0.0 | -0.9 | 0.6
COc1ccc(S(=O)(=O)Nc2ccc3c(c2)C(=O)N([C@@H](C)CO)C[C@@H](C)[C@@H](CN(C)C(=O)Nc2ccccc2)OCCCC[C@@H](C)O3)cc1 | -2.4 | -3.1 | -8.0 | 7.2[16.7 µM] | -17.3 | 4.7 | -32.4
Cc1ccc(C(=O)NCCc2nnc3ccc(SCC(=O)N4CCCC4)nn23)cc1 | · | -1.5 | · | 3.9 | 12.1 | -1.2 | 19.8
CCCN(C)C[C@H]1Oc2ncc(Br)cc2C(=O)N([C@H](C)CO)C[C@@H]1C | -5.8 | 15.9 | -3.7 | 4.1[16.7 µM] | 18.2 | 1.4 | ·
O=C(O)C1=C[C@H](c2ccc(Br)cc2)C[C@H](OCCCCO)O1 | -14.3&-2.2 | 18.7&1.5 | -1.7 | -1.8 | -7.6 | 3.0&1.5 | -0.4&-11.3
CCN1[C@@H]2Cn3c(ccc(C4=CCCCC4)c3=O)[C@H]1[C@@H](C(=O)NC1Cc3ccccc3C1)[C@@H]2CO | · | 10.5 | · | · | -7.3 | 0.5 | 12.7
O=C(N/N=C1\C/C(=N\NC(=O)c2ccncc2)c2ccccc21)c1ccncc1 | -6.1 | -1.3 | -0.7 | 9.7 | 2.3 | -3.2 | 27.3
COCCN1C(=O)N[C@@H](c2cccc(F)c2)C(C(C)=O)=C1C | -0.4 | · | -5.1 | · | -3.1 | 3.6 | 2.7
O=C(NCc1ccccc1)c1ccc(CN2CCC(Cc3ccccc3)CC2)cc1 | 17.0 | 1.2 | 0.3 | -2.8 | -22.9 | 1.1 | 7.7
C[C@@H]1CCCCO[C@H](CN(C)C(=O)Nc2ccc(F)cc2)[C@H](C)CN([C@@H](C)CO)C(=O)c2cc(NC(=O)c3ccncc3)ccc2O1 | -21.5 | 10.3 | -2.9 | 10.1[16.7 µM] | 22.0 | -0.5 | 0.8
CC(C)OC(=O)c1cccc(C(=O)Nc2cccc(NC(=O)c3cccc(C(=O)OC(C)C)n3)n2)n1 | -12.4 | 2.7 | -1.7 | -3.7 | 5.6 | 3.5 | -0.6
C[C@@H]1CN([C@@H](C)CO)C(=O)Cc2cc(NC(=O)NC3CCCCC3)ccc2O[C@@H]1CN(C)Cc1ccc(-c2ccccc2)cc1 | 6.3 | 19.2 | · | -9.6[16.7 µM] | -15.3 | 1.4 | 101.8*
N#Cc1ccc(C(=O)OCC(=O)N2CCOCC2)cc1 | 6.6 | -3.5 | 4.9 | -9.3 | 2.5 | -2.4 | -2.1
COc1ccccc1C(=O)NCCC(=O)N1CCCCCCC1 | -2.9 | -4.1 | -7.6 | -5.4 | -6.9 | -3.2 | 8.1
O=C(C[C@H]1CC[C@H]2[C@@H](COC[C@H](O)CN2Cc2cc(F)cc(F)c2)O1)NCc1cccc(F)c1 | 3.4 | 9.2 | -5.7 | 1.5[16.7 µM] | -13.5 | -1.9 | 8.8
C[C@H]1CN([C@@H](C)CO)C(=O)c2cccc(NC(=O)C3CCOCC3)c2O[C@@H]1CN(C)Cc1ccc(Cl)c(Cl)c1 | 1.6 | · | · | 32.0[16.7 µM] | -6.8 | 0.0 | 6.4
Cn1c(N)cc(=O)n(C)c1=S | 1.8 | -3.8 | · | -2.9 | 4.1 | 1.2 | -1.2
Cc1ccc(OCC(=O)Nc2ccc3c(c2)OCO3)c(C)c1 | -24.9 | -3.5 | -5.0 | · | 1.9 | 0.2 | -11.1
N#CC(C#N)=NNc1ccc2cn[nH]c2c1 | -2.0 | 2.6 | -13.1 | · | -10.1 | 5.0 | 7.7
Cc1csc(-c2nc3ccccc3n2C(C(=O)Nc2c(C)cccc2C)C2CC2)c1 (centres undefined) | 11.5 | -15.4 | 0.1 | · | -6.7 | 2.4 | 21.5
O=C(COc1ccc(S(=O)(=O)N2CCCC2)cc1Cl)NCc1ccccn1 | 5.4 | ? | · | -3.2 | 4.0 | -2.3 | 18.9
O=C(CC(=O)c1cccs1)c1ccncc1 | -24.6 | 1.9 | 6.8 | 0.0 | 22.5 | -3.7 | -179.4
Cc1nn(C)c2c1NC(=O)CS2 | 2.7 | -12.9 | 16.1 | -2.4 | · | -2.8 | 38.1
N/C(CCS(=O)(=O)c1ccc(Cl)cc1)=N\OC(=O)c1ccccc1C(F)(F)F | 39.6 | -2.1 | -6.6 | · | -2.5 | -2.1 | -88.7

Random excerpt: 3 records from the list
SMILES | EWS-Fli block | DENV2 CPE | FN deposit inh | miR-122 sensor | GSIS activator | F508del corr | PAX8 reporter
O=C(COc1ccc(S(=O)(=O)N2CCCC2)cc1Cl)NCc1ccccn1 | 5.4 | ? | · | -3.2 | 4.0 | -2.3 | 18.9
Cc1ccc(OCC(=O)Nc2ccc3c(c2)OCO3)c(C)c1 | -24.9 | -3.5 | -5.0 | · | 1.9 | 0.2 | -11.1
O=C(CC(=O)c1cccs1)c1ccncc1 | -24.6 | 1.9 | 6.8 | 0.0 | 22.5 | -3.7 | -179.4

Following part:
SMILES | EWS-Fli block | DENV2 CPE | FN deposit inh | miR-122 sensor | GSIS activator | F508del corr | PAX8 reporter
CC(C)(C)N(Cc1ccccc1)C(=O)COC(=O)C1CCCCC1 | 2.5 | 6.1 | 5.9 | 25.1 | 7.4 | 4.1 | 8.9
CCNC(=O)CCSc1nc(C)cc(C)n1 | 2.6 | -1.8 | · | · | -12.0 | -4.4 | 2.8
C[C@@H]1CN([C@@H](C)CO)C(=O)c2c(c3ccccc3n2C)-c2ccccc2CO[C@H]1CN(C)C(=O)Nc1ccccc1C(F)(F)F | 7.0 | -12.4 | 4.1 | · | 5.0 | -0.4 | 38.1
CCOC(=O)c1c(NC(=O)C(C)Sc2nnc(C)c(=O)[nH]2)sc2c1CCCC2 (centres undefined) | · | 2.5 | 9.1 | 0.6 | -11.6 | -1.0 | -15.6
COc1ccc(N2CCN(c3ccc(Cl)nn3)CC2)cc1 | -26.3 | -6.0 | -2.5 | 7.1 | -8.7 | -0.6 | -25.3
C[C@@H]1CN([C@@H](C)CO)C(=O)c2cc(C#Cc3ccccc3)cnc2O[C@H]1CN(C)C(=O)c1ccccc1F | 7.4&9.6&-7.1 | -16.9&2.2&-5.6 | -10.4&0.3 | -1.3 | -4.4&-19.4 | -4.7&-1.5&-1.4 | -1.6&13.4
COC(=O)C[C@H]1CC[C@H]2[C@H](COc3ccc(NC(=O)Nc4ccccc4C)cc3C(=O)N2C)O1 | -4.9 | ? | 7.3 | ? | 2.1 | -0.3 | 11.6
COc1ccc(NC(=O)CN(CC(=O)Nc2ccc(OC)cc2)C(C)(C)CO)cc1 | -1.5 | -2.6 | -0.1 | 2.7 | -19.1 | -1.3 | -10.2
C#CCOCCOCCOCCNc1nc(N2CCN(C(=O)Cn3cc(CCO)nn3)CC2)nc(N2CCN(C(=O)[C@H](CCCCN)n3cc(CCCC)nn3)CC2)n1 | -3.7 | -6.9 | -2.1 | · | 0.4 | -2.3 | -18.5
CCC(=O)Nc1ccc2c(c1)C(=O)N(C)[C@@H]1CC[C@@H](CC(=O)N3CCCCC3)O[C@@H]1CO2 | -7.8 | 2.9 | -3.7 | -4.9[16.7 µM] | 2.7 | 1.0 | 9.8
O=C(CCn1c(=S)[nH]c2cc3c(cc2c1=O)OCO3)NCCc1ccccc1Cl | -7.1 | -1.3 | 4.5 | -7.6 | -3.7 | 1.4 | -6.3
Cc1nc(-c2ccc(S(=O)(=O)N3CCCN(CCc4ccccc4)CC3)s2)cs1 | 15.0 | -1.8 | -1.7 | -1.4 | 0.4 | 0.6 | 9.2
Cc1onc(-c2ccccc2)c1NC(=O)OC(C)c1cccnc1 (centres undefined) | 5.5 | 3.6 | 8.5 | 8.0 | 3.9 | -2.5 | -3.8
CCC(=O)N(C)C[C@@H]1Oc2cc(-c3ccc(C#N)cc3)ccc2S(=O)(=O)N([C@@H](C)CO)C[C@@H]1C | 5.0 | -2.3 | -0.2 | -1.5[16.7 µM] | 16.9 | -0.7 | ·
O=[N+]([O-])c1ccccc1NC1CCN(Cc2ccccc2)CC1 | -6.0 | 2.3 | -7.0 | · | -7.9 | -0.9 | -19.4
Cc1noc(C)c1NC(=O)N(C)C[C@H]1OCCCC[C@@H](C)Oc2ccc(NC(=O)c3ccncc3)cc2C(=O)N([C@H](C)CO)C[C@@H]1C | -1.4 | 5.1 | · | 0.0[16.7 µM] | 7.7 | -0.5 | -8.6
O=[N+]([O-])c1cccc(COc2ccc(CN3CCCC3)cc2)c1 | -29.9 | -2.1 | 8.7 | -2.3 | -10.2 | 0.4 | -127.9
Cc1noc(C)c1NC(=O)N[C@H]1CC[C@@H](CCNC(=O)C2CC2)O[C@@H]1CO | -5.6 | -1.6 | 8.0 | · | 16.3 | 3.3 | -1.3
COc1ccccc1C(=O)C1CCCN(C(=O)c2ccco2)C1 (centres undefined) | -4.7 | -6.1 | 0.6 | -0.5 | 25.0 | -0.5 | 3.6
COc1ccccc1S(=O)(=O)N[C@@H]1CC[C@@H](CC(=O)N2CCN(C)CC2)O[C@@H]1CO | 5.8 | 11.1 | -5.5 | 3.5[16.7 µM] | 33.3 | -2.9 | 0.0
COc1cccc(CC(NC(C)=O)C(=O)NC2CCN(C(=O)Nc3ccc(C)cc3)CC2)c1 (centres undefined) | -1.2 | 11.0 | 2.3 | -3.7 | -8.2 | 0.0 | 17.0
CCOc1cc(CNc2ccc(S(N)(=O)=O)cc2)ccc1OCC(=O)NC(C)(C)C | 3.0 | 1.1 | -9.8 | -0.9 | 6.6 | 0.4 | 24.0
Cn1c(C(=O)c2ccccc2[N+](=O)[O-])nc2ccccc21 | 4.5 | -2.1 | -1.4 | · | 18.6 | 8.6* | 4.8
COc1ccc(/C=C/C(=O)OCC(=O)NC(C)CCc2ccccc2)cc1 (centres undefined) | -5.3 | 12.7 | -8.7 | · | · | -3.0 | -10.3
CCOc1cccc(SCc2noc(C(=O)NC(C)C)c2C(=O)O)c1 | -0.1 | -12.5 | 8.5 | · | 6.4 | -4.0 | -10.9
Next structures follow:
SMILES | EWS-Fli block | DENV2 CPE | FN deposit inh | miR-122 sensor | GSIS activator | F508del corr | PAX8 reporter
C=CC[C@@H](CC(=O)N[C@H](CO)Cc1ccccc1)C(=O)N[C@H](COC(=O)[C@H](CC=C)CC(=O)OC(C)(C)C)Cc1c[nH]c2ccccc12 | -8.0 | · | -2.6 | · | -31.2 | -1.5 | 37.0
CO[C@H]1CN(C)C(=O)c2ccc(NC(C)=O)cc2OC[C@H](C)N(C(=O)C2CCC2)C[C@H]1C | -2.3 | 2.9 | -8.5 | · | -7.9 | -0.1 | -3.3
CCCn1c(SCC(=O)c2ccc3c(c2)NC(=O)CO3)nc2ccccc21 | 3.4 | 1.7 | 8.8 | · | 5.7 | -3.4 | 21.4
CC1CCCN(CCCOc2ccc(Cl)cc2Br)C1 (centres undefined) | -15.0 | 7.4 | 4.7 | · | 40.6 | · | -25.9
CS(=O)(=O)Nc1cccc(C2=NN(C(=O)CCCC(=O)O)C(c3cccs3)C2)c1 (centres undefined) | -5.5 | 6.9 | 11.8 | -4.2 | 1.5 | -1.6 | -0.5
COc1ccc(S(=O)(=O)N(C)C[C@@H]2Oc3ccc(NC(=O)C4CCCCC4)cc3CC(=O)N([C@H](C)CO)C[C@H]2C)cc1 | -2.4 | -1.1 | · | -4.6[16.7 µM] | -8.9 | -1.4 | -0.5

Screening results as filed in PubChem BioAssay.
